CHRM5 antagonist: human M5 muscarinic receptor antagonists, primary screen, CHO cells, Fluo-8 calcium fluorescence. actives 0.59% (n = 360,000). Muscarinic acetylcholine receptor M5 (Homo sapiens), P08912. inhibition, % at 3 µM. CHO-hM5 cells, ACh EC80;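 active = inhibition above a per-plate cutoff, the mean of that plate's test compounds plus 3 SD, cut at about 27% in these data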;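 also: 0% = acetylcholine EC80 with DMSO and 100% = DMSO without agonist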
Target sequence (P08912 whole entry, looked up): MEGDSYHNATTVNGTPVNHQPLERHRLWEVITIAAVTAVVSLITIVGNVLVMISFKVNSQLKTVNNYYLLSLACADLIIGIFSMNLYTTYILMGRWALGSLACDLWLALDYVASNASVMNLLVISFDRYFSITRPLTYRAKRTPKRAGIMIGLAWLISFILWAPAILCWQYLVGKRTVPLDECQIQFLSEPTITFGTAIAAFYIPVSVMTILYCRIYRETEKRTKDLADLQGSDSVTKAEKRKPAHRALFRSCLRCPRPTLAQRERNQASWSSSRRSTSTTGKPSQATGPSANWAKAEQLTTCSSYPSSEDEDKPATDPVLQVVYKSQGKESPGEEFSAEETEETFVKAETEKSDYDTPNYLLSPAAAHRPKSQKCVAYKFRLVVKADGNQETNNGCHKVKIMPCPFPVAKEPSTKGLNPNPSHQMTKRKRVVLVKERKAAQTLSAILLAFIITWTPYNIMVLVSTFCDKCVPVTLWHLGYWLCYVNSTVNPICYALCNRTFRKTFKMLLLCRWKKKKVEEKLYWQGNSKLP
M4 antag: human M4 muscarinic receptor antagonists, primary screen, CHO cells, Fluo-8 calcium fluorescence | Muscarinic acetylcholine receptor M4 (Homo sapiens), P08173 | CHO-hM4 cells, ACh EC80 | inhibition, % at 3 µM | actives 0.73% (n = 360,000);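 active = inhibition above its plate's cutoff, the mean inhibition of sample wells plus 3 SD, cut at about 27% in these data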;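 also: 0% = acetylcholine EC80 with DMSO and 100% = DMSO without agonist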
Target sequence (P08173 whole entry, looked up): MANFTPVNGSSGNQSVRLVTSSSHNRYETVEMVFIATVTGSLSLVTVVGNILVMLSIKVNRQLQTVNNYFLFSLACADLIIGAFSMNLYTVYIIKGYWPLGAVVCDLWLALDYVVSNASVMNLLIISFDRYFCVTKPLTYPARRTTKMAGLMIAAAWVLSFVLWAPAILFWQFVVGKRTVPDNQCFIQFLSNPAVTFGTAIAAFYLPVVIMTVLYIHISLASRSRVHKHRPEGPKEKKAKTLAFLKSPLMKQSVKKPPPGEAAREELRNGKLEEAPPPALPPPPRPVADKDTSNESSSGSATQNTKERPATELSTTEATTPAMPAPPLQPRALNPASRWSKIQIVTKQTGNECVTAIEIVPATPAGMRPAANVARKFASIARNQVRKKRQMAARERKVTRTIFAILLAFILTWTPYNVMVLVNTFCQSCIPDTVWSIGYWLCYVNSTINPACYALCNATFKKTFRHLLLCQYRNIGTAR
CHO-K1 Ca antag: nonselective inhibitor or artifact in parental CHO-K1 cells. actives 0.6% (n = 360,000). ATP-induced calcium, Fluo-8 fluorescence. inhibition, % at 3 µM;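 active = inhibition above a per-plate cutoff, the plate's mean sample inhibition plus 3 SD, cut at about 24% in these data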;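 also: 0% = DMSO plus EC80 ATP and 100% = DMSO alone without ATP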
CHRM4 agonist: human M4 muscarinic receptor agonists, primary screen, CHO-K1 cells, Fluo-8 calcium fluorescence; CHO-K1 hM4/Gqi5; vehicle 0%, full acetylcholine response 100%; activation, % at 3 µM; actives 0.14% (n = 360,000); AID 624127, 2012;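 active = activation above the run mean over all test wells plus 3 SD, cut at about 32% in these data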;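 also: peak over basal fluorescence ratio per well then scaled between controls; 0% = DMSO wells and 100% = acetylcholine at EC100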
M4 PAM: human M4 muscarinic receptor positive allosteric modulators, primary screen, CHO-K1 cells, Fluo-8 calcium fluorescence; Muscarinic acetylcholine receptor M4 (Homo sapiens), P08173; activation, % at 3 µM; actives 0.4% (n = 360,000); CHO-K1 hM4/Gqi5, ACh EC20; 0% = ACh EC20, 100% = maximal ACh;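 active = activation above its plate's cutoff, the mean activation of sample wells plus 3 SD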; also: some results filed as inactive read as strong as hits
M1 PAM parental: nonselective calcium activators in parental CHO-K1 cells, primary screen, counter-screen for M1 PAM project, cell-based, Fluo-8 calcium fluorescence, full deck, 1536-well. ATP EC20; 0% at ATP EC20, 100% at ATP max. activation, % at 3 µM. actives 0.02% (n = 360,000). AID 602247, 2012;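 active = activation above the run cutoff, the mean activation of all test compounds plus 3 SD, cut at about 40% in these data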;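 also: peak over basal fluorescence ratio in a 140 s read after ATP addition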
M5 ag: human M5 muscarinic receptor agonists, primary screen, CHO-K1 cells, Fluo-8 calcium fluorescence | Muscarinic acetylcholine receptor M5 (Homo sapiens), P08912 | CHO-K1 hM5 cells; 0% DMSO wells, 100% maximal acetylcholine response | activation, % at 3 µM | actives 0.19% (n = 360,000) | AID 624037, 2012;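 active = activation above the run's mean over test compounds plus 3 SD, cut at about 23% in these data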;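 also: signal is peak over basal fluorescence ratio across the kinetic read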
M5 PAM: human M5 muscarinic receptor positive allosteric modulators, primary screen, CHO-K1 cells, Fluo-8 calcium fluorescence; Muscarinic acetylcholine receptor M5 (Homo sapiens), P08912; CHO-K1 hM5, ACh EC20 PAM; 0% = ACh EC20, 100% = ACh EC100; activation, % at 3 µM; actives 0.3% (n = 360,000);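 active = activation above the run cutoff, the mean activation of all test compounds plus 3 SD, cut at about 18% in these data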
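system = human M5 receptor in CHO-K1 cells | reagent = EC20 acetylcholine as agonist stimulus | compound dosing = single-point, 3 µM nominal | incubation = Fluo-8 loading 80 min at 37 °C plus 30 min room temperature | detection = Fluo-8 calcium dye fluorescence, kinetic read | benchmarks = low control EC20 acetylcholine (0%), high control EC100 acetylcholine (100%)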
M1 ag parental: counter-screen for M1 agonists: effect in parental CHO-K1 cells; Fluo-8 calcium fluorescence; scaled to maximal ATP response, vehicle zero; activation, % at 3 µM; actives 0.48% (n = 360,000); in the data active = activation above about 15%;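 also: untransfected CHO-K1 host cells lacking M1 receptor as counterscreen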
Starred values were filed as active, the others as inactive; & = joins results of further samples.

SMILES	CHRM5 antagonist	M4 antag	CHO-K1 Ca antag	CHRM4 agonist	M4 PAM	M1 PAM parental	M5 ag	M5 PAM	M1 ag parental
CC(=O)Nc1cc(-c2ccc(N(C)C)cc2)cn2c(-c3ccc(F)c(Cl)c3)cnc12	9	1	15	10	1	-6	7	-5	6.2
COc1ccc(NC(=O)c2cc(C3CCCCN3C(=O)c3cc(OC)c(C)c(OC)c3)on2)c(C)c1 (stereo unspecified)	-4	-12	-7	1	-1	14	-1	-4	-0.3
Cc1nn(-c2ccc(C(=O)N3CCN(S(=O)(=O)c4ccccc4C(F)(F)F)CC3)cc2)c(C)c1Cl	9	7	8	0	7	5	0	-2	-0.5
COc1cccc(NC(=O)Cn2cc(C#N)c3ccccc32)c1	0	5	11	5	4	-3	2	-1	0.3
OCCC1CN(Cc2cccn2-c2ccccn2)CCN1C1CCCC1 (stereo unspecified)	1	3	-18	1	-7	-7	-4	7	-0.1
COc1ccccc1CNC(=O)COC(=O)Cc1ccsc1	9	-1	-5	1	5	-4	-4	-13	0.1
CCOC(=O)c1cc(CC)sc1NC(=O)COc1ccc2c(C)cc(=O)oc2c1	-6	1	-7	2	11	15	2	-2	0.0
O=C(NCCC1=CCCCC1)C1CCCN(S(=O)(=O)c2ccc(F)cc2)C1 (stereo unspecified)	-6	-7	3	1	1	-4	0	1	-0.2
NC(=O)c1cccc2c1-c1ccccc1/C2=N/NC(N)=S	6	-1	6	2	-6	-32	-2	-5	1.3
CCOC(=O)c1ccccc1NC(=O)Cn1cnc2c(cnn2C(C)(C)C)c1=O	2	-2	-6	0	-3	15	0	-5	0.5
O=C(Nc1nnc(S(=O)(=O)N2CCOCC2)s1)c1ccccc1	1	-10	0	1	7	-2	2	0	0.5
CC(=O)N1c2ccc(S(=O)(=O)NCC3CCC(C(=O)NC4CCC(C)CC4)CC3)cc2CC1C (stereo unspecified)	7	6	2	6	-6	-12	-1	-5	3.4
O=C(CSc1ccccc1)NCc1ccccn1	8	4	-2	0	4	5	-2	-4	0.0
Cc1[nH]c2c(C)cccc2c1CCNC(=O)C1CCCCC1C(=O)OCC(F)(F)F (stereo unspecified)	-1	4	-10	1	-3	22	-2	-6	7.6
O=[N+]([O-])c1ccc2nc(-c3ccccc3)[nH]c2c1	-10	-4	-10	5	13	13	1	4	2.4
O=C(CSc1nnnn1-c1ccccc1)NCC1(N2CCOCC2)CCCCC1	2	-8	-13	4	1	21	-1	0	2.4
CCN1C(=NCCOC)N[C@@H](c2ccccc2)[C@H](C(=O)OC)[C@H]1C	3	0	-2	-1	5	-1	-6	5	-0.1
CC1(OC(=O)C2CCCC2)C(=O)C=C2C=C(c3ccsc3)N(Cc3ccc4c(c3)OCO4)C=C2C1=O (stereo unspecified)	13	1	-1	-2	2	3	-5	-4	-0.5
CC(NC(=O)C1CCN(S(=O)(=O)c2cccs2)CC1)c1cccc(Cl)c1 (stereo unspecified)	-2	-2	-7	5	12	4	3	-1	1.5
CC(C)(C)[C@H]1C=C(C(=O)NCc2nc3ccccc3[nH]2)O[C@@H](OCCCCO)C1	17	-16	-1	2	4	-8	-1	-1	0.2
Cc1ccc(/C=N/NC(=O)Cn2nnc(N)n2)o1	4	2	9	0	0	-20	2	3	0.2
S=c1[nH]nc2ccc3ccccc3n12	2	0	0	1	-1	6	2	-2	0.6
CCCCCCSc1ccc(-c2nc3cc(C)ccn3c2NC2CCCCC2)cc1	2&7	-8&-4	-6&-8	0&0	8&24	11&-10	2&3	-3&-4	0.1&-0.1
O=C(COC(=O)c1cccc(S(=O)(=O)N2CCCCC2)c1)NC1CCCCC1	6	-14	1	2	20	10	-3	-5	1.3
CCc1ccc2[nH]cc(C(=O)OCCOC)c(=O)c2c1	-6	3	3	0	2	4	0	1	-0.2

Remaining list, next part.
SMILES	CHRM5 antagonist	M4 antag	CHO-K1 Ca antag	CHRM4 agonist	M4 PAM	M1 PAM parental	M5 ag	M5 PAM	M1 ag parental
O=C(Cc1cccc2ccccc12)NNC(=O)c1ccc(Br)o1	13	0	-10	-1	-5	3	2	-1	0.7
Cc1cc(OCC(=O)Nc2ccncc2)cc(C)c1Cl	22	11	16	16	-14	-8	8	-20	9.7
CCN(C(=O)C1CSC2(C)CCC(=O)N12)c1nc2c(C)cccc2s1 (stereo unspecified)	10	-10	13	-1	2	-29	2	-5	-0.3
CCOC(=O)CSc1nnc(CNC(=O)c2ccc([N+](=O)[O-])cc2)n1C	-6	-10	-6	1	13	10	5	22*	-0.1
COc1ccc(Nc2cc(C)c3ccc(O)cc3n2)cc1	11	12	-8	1	-22	10	-1	-8	1.7
O=C(NCCCN1CCCC1=O)C1CCN(S(=O)(=O)c2cccc(C(F)(F)F)c2)CC1	0	7	-13	1	1	-25	3	-2	0.8
COc1ccccc1N1CCN(C(=O)COc2cccc(C)c2C)CC1	1	-13	-7	5	0	7	-5	3	3.1
CC(=O)Oc1cccc(N2C(=O)c3cccc4c([N+](=O)[O-])ccc(c34)C2=O)c1	13	13	13	2	4	-6	3	5	1.0
COc1cccc(/C=C/C(=O)OCC(=O)N2c3ccccc3NC(=O)C2(C)C)c1	14	1	-10	6	-7	13	2	-8	3.5
Cc1ccc(/C=C/C(=O)CCC(=O)O)cc1	7	4	-1	1	6	25	-2	3	9.4
CCn1c(CCNC(=O)c2ccc(Cl)c(Cl)c2)nnc1SCCOc1ccc(OC)cc1	2	-10	-11	5	-6	28	-3	2	5.2
Cc1ccc(NC(=O)CN2C(=O)S/C(=C/c3ccc(-c4cccc(C(=O)O)c4)o3)C2=O)cc1	-15	1	1	1	4	-4	2	0	-0.2
CC(=O)c1ccc(NC(=O)CC(NCCC2=CCCCC2)C(=O)O)cc1 (stereo unspecified)	0	0	-12	1	0	16	2	0	1.0
Cc1ccc(O)c(C(=O)c2cc(C#N)c(=O)n(Cc3ccccc3)c2)c1	22	12	23	5	-7	-10	0	-13	2.0
CCN1CCN(CC(O)COC(C)C)CC1 (stereo unspecified)	-2	-4	-6	0	5	17	0	0	0.8
O=C(c1cc([N+](=O)[O-])ccc1N1CCOCC1)N1CCCCC1	-11	3	-7	1	0	27	0	-1	1.1
COC(=O)c1ccccc1S(=O)(=O)N(Cc1ccco1)Cc1cc2cc(OC)ccc2[nH]c1=O	17	24	7	15	-20	3	2	-20	4.7
O=C(NCCCc1ccccc1)c1cccc(Br)c1	6	-4	-8	0	-26	-22	-2	-2	-0.2
O=C(O)[C@H]1CCC(=O)N1Cc1ccco1	-3	3	0	1	2	5	2	3	0.0
CCOc1ccc(Cl)cc1CN1CCOCC1	-8	-2	-8	1	12	18	-5	-2	0.0
CCOc1ccc(CCNC(=O)COC(=O)c2cccc(S(=O)(=O)N3CCCC3)c2)cc1OCC	0	5	1	-1	-5	-4	2	1	0.1
Cc1c(CCOC(=O)C23CC4CC(CC(C4)C2)C3)sc[n+]1CC#N	6	-2	11	2	-5	6	-8	-1	-0.5
COc1ccc(CN2CC(C(=O)NCCCN3CCOCC3)CC2=O)cc1 (stereo unspecified)	3	6	5	0	-4	16	1	1	0.8
CCN1CCN(c2ccc(N3CCN(S(=O)(=O)c4cc([N+](=O)[O-])ccc4C)CC3)nn2)CC1	0	-11	0	2	-4	5	-5	2	0.4
Cc1sc(N)c(C(=O)c2ccccc2)c1C	6	6	-3	0	4	0	-3	2	-0.1

The results go on.
SMILES	CHRM5 antagonist	M4 antag	CHO-K1 Ca antag	CHRM4 agonist	M4 PAM	M1 PAM parental	M5 ag	M5 PAM	M1 ag parental
Cc1cc(C)cc(N2CC(C(=O)O)CC2=O)c1 (stereo unspecified)	-10	-21	-12	1	8	18	-4	16	0.9
CC(C)(C)c1ccc(S(=O)(=O)N2CCN(CC(=O)NC(=O)NC3CCCCC3)CC2)cc1	4	-16	-6	1	6	-2	-2	-9	0.3
CC1CCN(S(=O)(=O)c2cccc(C(N)=O)c2)CC1	-6	1	-9	2	5	29	-2	3	1.2
CCCNS(=O)(=O)c1ccc(Oc2ncc(C(F)(F)F)cc2Cl)cc1	-1	-6	-1	14	-1	22	2	-8	5.4
O=C(Nc1ccnn1C1CCN(C(=O)c2cccnc2)CC1)c1cccc(F)c1	4	-5	-9	1	2	-2	1	-4	-0.1
Cc1cc(C)nc(SCc2cnc(C)nc2N)n1	-6	3	-2	0	-2	18	0	8	1.9
COc1cc(C(=S)N2CCOCC2)cc(OC)c1OC(=O)c1cc([N+](=O)[O-])c(C)c([N+](=O)[O-])c1	-5	7	12	1	9	-5	-1	2	0.2

Grouped by structure: those above with an aryl methoxy group.
SMILES	CHRM5 antagonist	M4 antag	CHO-K1 Ca antag	CHRM4 agonist	M4 PAM	M1 PAM parental	M5 ag	M5 PAM	M1 ag parental
COc1ccc(NC(=O)c2cc(C3CCCCN3C(=O)c3cc(OC)c(C)c(OC)c3)on2)c(C)c1 (stereo unspecified)	-4	-12	-7	1	-1	14	-1	-4	-0.3
COc1cccc(NC(=O)Cn2cc(C#N)c3ccccc32)c1	0	5	11	5	4	-3	2	-1	0.3
COc1ccccc1CNC(=O)COC(=O)Cc1ccsc1	9	-1	-5	1	5	-4	-4	-13	0.1
COc1ccc(Nc2cc(C)c3ccc(O)cc3n2)cc1	11	12	-8	1	-22	10	-1	-8	1.7
COc1ccccc1N1CCN(C(=O)COc2cccc(C)c2C)CC1	1	-13	-7	5	0	7	-5	3	3.1
COc1cccc(/C=C/C(=O)OCC(=O)N2c3ccccc3NC(=O)C2(C)C)c1	14	1	-10	6	-7	13	2	-8	3.5
CCn1c(CCNC(=O)c2ccc(Cl)c(Cl)c2)nnc1SCCOc1ccc(OC)cc1	2	-10	-11	5	-6	28	-3	2	5.2
COC(=O)c1ccccc1S(=O)(=O)N(Cc1ccco1)Cc1cc2cc(OC)ccc2[nH]c1=O	17	24	7	15	-20	3	2	-20	4.7
COc1ccc(CN2CC(C(=O)NCCCN3CCOCC3)CC2=O)cc1 (stereo unspecified)	3	6	5	0	-4	16	1	1	0.8
COc1cc(C(=S)N2CCOCC2)cc(OC)c1OC(=O)c1cc([N+](=O)[O-])c(C)c([N+](=O)[O-])c1	-5	7	12	1	9	-5	-1	2	0.2

Three structures from above, sorted by molecular weight, falling.
SMILES	CHRM5 antagonist	M4 antag	CHO-K1 Ca antag	CHRM4 agonist	M4 PAM	M1 PAM parental	M5 ag	M5 PAM	M1 ag parental
CC1CCN(S(=O)(=O)c2cccc(C(N)=O)c2)CC1	-6	1	-9	2	5	29	-2	3	1.2
Cc1cc(C)nc(SCc2cnc(C)nc2N)n1	-6	3	-2	0	-2	18	0	8	1.9
Cc1cc(C)cc(N2CC(C(=O)O)CC2=O)c1 (stereo unspecified)	-10	-21	-12	1	8	18	-4	16	0.9

Screening results as filed in PubChem BioAssay.
